T_cruzi_HTS – intracellular Trypanosoma cruzi inhibition. intracellular Trypanosoma cruzi in host cells, plate reader. activity score (inhibition), % at 5.01 µM. actives 4.9% (n = 22,000); in the data active means activity score above about 55%;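 further: parasites and compound incubated about four days before reading; 0% = median of neutral control wells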
INS-1E_ATP_HTS – INS-1E beta cell protection from cytokine death; AID 488910; INS-1E cytokine-induced death, ATP luminescence, 48 h; normalised: neutral wells 0, positive control 100; actives 0.1% (n = 20,000); protection from cytokine-induced ATP loss, % at 10 µM;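 active means mean replicate protection from cytokine-induced ATP loss at least 50% and at least 75% of replicates each reaching 50%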
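Material: INS-1E rat cells; Quantity: 8000 cells/well; Buffer or medium: phenol-red-free RPMI with 5% fetal bovine serum; Probe or stimulus: cytokine cocktail of IFN-γ, TNF-α and IL-1β; Compound dosing: single test concentration per compound, delivered by pin transfer; Incubation: 48 h co-treatment, 10 min post-lysis read; Signal: CellTiter-Glo luminescence.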
The depositor's hits bear a star; nt = not tested or not shown. Not all compounds are listed (hit frequency here may not be typical).

SMILES T_cruzi_HTS INS-1E_ATP_HTS
COc1ccc(CN(C)C[C@H]2Oc3c(NC(=O)c4cc(C)nn4C)cccc3C(=O)N([C@@H](C)CO)C[C@@H]2C)cc1 17 -15
CC(C)NC(=O)Nc1ccc2c(c1)C(=O)N([C@H](C)CO)C[C@@H](C)[C@H](CN(C)S(=O)(=O)c1cn(C)cn1)O2 -10 1
C[C@@H]1CN([C@H](C)CO)C(=O)c2cccc(NC(=O)C3CCCCC3)c2O[C@@H]1CN(C)C(=O)Nc1cccc2ccccc12 -4 2
Cc1noc(C)c1S(=O)(=O)N(C)C[C@@H]1Oc2c(NS(C)(=O)=O)cccc2C(=O)N([C@@H](C)CO)C[C@H]1C -26 -1
C[C@H]1CN([C@@H](C)CO)C(=O)c2cc(NC(=O)CCC(F)(F)F)ccc2O[C@@H]1CN(C)S(C)(=O)=O -24 -5
C[C@@H]1CN([C@@H](C)CO)C(=O)c2cccc(NC(=O)Nc3ccc4c(c3)OCO4)c2O[C@@H]1CN(C)Cc1ccc(C(=O)O)cc1 -17 3
C[C@H](CO)N1C[C@H](C)[C@H](CN(C)C(=O)Nc2cccc3ccccc23)Oc2ccc(NC(=O)CCCCCC(=O)Nc3ccccc3N)cc2CC1=O -7 9
COc1ccc(C#Cc2cnc3c(c2)C(=O)N([C@H](C)CO)C[C@H](C)[C@H](CN(C)C(=O)NC(C)C)O3)cc1OC 15 nt
Cc1noc(C)c1NC(=O)N(C)C[C@@H]1Oc2c(NC(=O)c3ccncc3)cccc2C(=O)N([C@H](C)CO)C[C@H]1C -18 5
Cc1ccc(S(=O)(=O)Nc2ccc3c(c2)C(=O)N([C@@H](C)CO)C[C@@H](C)[C@H](CN(C)C(=O)Nc2ccc(C(F)(F)F)cc2)O3)cc1 7 -8
C[C@@H]1CN([C@H](C)CO)C(=O)Cc2cc(NC(=O)Nc3cccc4ccccc34)ccc2O[C@H]1CN(C)Cc1ccc(C(F)(F)F)cc1 59* -54
C[C@H]1CN([C@@H](C)CO)C(=O)CCCn2cc(nn2)CO[C@@H]1CN(C)C(=O)Nc1ccccc1C(F)(F)F -13 nt
Cc1ccc(S(=O)(=O)Nc2ccc3c(c2)C(=O)N([C@@H](C)CO)C[C@@H](C)[C@H](CN(C)S(=O)(=O)c2ccc(F)cc2)O3)cc1 16 -5
C[C@H]1CN([C@@H](C)CO)C(=O)Cc2cc(NC(=O)Cc3cn(C)c4ccccc34)ccc2O[C@H]1CN(C)Cc1ccc(-c2ccccc2)cc1 43 -38
C[C@H]1CN([C@@H](C)CO)C(=O)c2cccc(NC(=O)Nc3cccc4ccccc34)c2O[C@@H]1CN(C)C(=O)Nc1ccc2c(c1)OCO2 9 2
C[C@H]1CN([C@@H](C)CO)C(=O)Cc2cc(NC(=O)C3CCCCC3)ccc2O[C@@H]1CN(C)S(=O)(=O)c1ccc(Cl)cc1 10 0
Cc1cc(C(=O)Nc2cccc3c2O[C@@H](CN(C)Cc2ccccc2)[C@@H](C)CN([C@@H](C)CO)C3=O)n(C)n1 -6 2
Cc1noc(C)c1NC(=O)Nc1ccc2c(c1)C(=O)N([C@H](C)CO)C[C@H](C)[C@@H](CN(C)C(=O)CCCN(C)C)OCCCC[C@@H](C)O2 -16 18
CNC[C@H]1Oc2ccc(NC(=O)CCCN(C)C)cc2C(=O)N([C@H](C)CO)C[C@@H]1C -2 4
CC(C)NC(=O)Nc1ccc2c(c1)C(=O)N([C@H](C)CO)C[C@@H](C)[C@H](CN(C)Cc1ccc3c(c1)OCO3)O2 -10 1
COc1ccc(NC(=O)N(C)C[C@@H]2Oc3ccc(NC(=O)c4ccncc4)cc3C(=O)N([C@@H](C)CO)C[C@@H]2C)cc1 -6 nt
C[C@H]1CN([C@@H](C)CO)C(=O)Cc2cc(NC(=O)Nc3ccc(C(F)(F)F)cc3)ccc2O[C@H]1CN(C)C(=O)Nc1ccccc1 -22 -3
C[C@@H]1CCCCO[C@H](CN(C)C(=O)Cc2ccccc2)[C@@H](C)CN([C@H](C)CO)C(=O)c2cc(NC(=O)NC3CCCCC3)ccc2O1 -20 15
C[C@H](CO)N1C[C@H](C)[C@H](CN(C)C(=O)Nc2ccccc2)Oc2ccc(NS(C)(=O)=O)cc2CC1=O -13 7
COc1ccc(CN(C)C[C@H]2Oc3c(NS(=O)(=O)c4cccs4)cccc3C(=O)N([C@@H](C)CO)C[C@H]2C)cc1 -8 1
C[C@@H]1CN([C@H](C)CO)C(=O)Cc2cc(NC(=O)Nc3ccc(C(F)(F)F)cc3)ccc2O[C@H]1CN(C)Cc1ccc(C(=O)O)cc1 -29 14
COc1ccc(NC(=O)Nc2cccc3c2O[C@H](CN(C)C(=O)Nc2cccc4ccccc24)[C@H](C)CN([C@@H](C)CO)C3=O)cc1 -8 -4
CC(C)NC(=O)N(C)C[C@@H]1Oc2ncc(C#CC(C)(C)O)cc2C(=O)N([C@H](C)CO)C[C@@H]1C 0 nt
C[C@@H]1CN([C@H](C)CO)C(=O)c2cccc(NC(=O)c3ccc(-c4nccs4)cc3)c2O[C@H]1CN(C)Cc1ccc(C(=O)O)cc1 -10 12
C[C@H]1CN([C@@H](C)CO)C(=O)c2cc(NC(=O)CCCN(C)C)ccc2O[C@H]1CN(C)C(=O)Nc1ccc(F)cc1 -11 2
C[C@@H]1CN([C@H](C)CO)C(=O)c2cccc(NC(=O)C3CCOCC3)c2O[C@H]1CN(C)S(=O)(=O)c1cccs1 -24 9
C[C@@H]1CN([C@@H](C)CO)C(=O)c2cccc(NC(=O)c3ccncc3)c2O[C@@H]1CN(C)S(=O)(=O)c1cccs1 25 7
C[C@@H]1CN([C@@H](C)CO)C(=O)c2cc(NS(=O)(=O)c3cn(C)cn3)ccc2O[C@@H]1CN(C)CC1CCCCC1 0 0
C[C@H]1CN([C@@H](C)CO)C(=O)Cc2cc(NC(=O)Cn3cnnn3)ccc2O[C@H]1CN(C)Cc1ccc(C(=O)O)cc1 -15 10
C[C@H](CO)N1C[C@H](C)[C@H](CN(C)S(C)(=O)=O)Oc2c(NS(C)(=O)=O)cccc2C1=O -25 16
C[C@@H]1CN([C@H](C)CO)C(=O)Cc2cc(NS(=O)(=O)c3ccc(Cl)cc3)ccc2O[C@H]1CN(C)CC1CCCCC1 65* -20
COc1ccc(S(=O)(=O)N(C)C[C@@H]2Oc3c(NC(=O)c4nc5ccccc5s4)cccc3C(=O)N([C@@H](C)CO)C[C@H]2C)cc1 32 -19
COc1ccc(NC(=O)N(C)C[C@H]2Oc3c(NS(=O)(=O)c4ccccc4)cccc3C(=O)N([C@H](C)CO)C[C@H]2C)cc1 -10 4
COc1ccc(S(=O)(=O)Nc2cccc3c2O[C@@H](CN(C)S(=O)(=O)c2ccc(Cl)cc2)[C@H](C)CN([C@H](C)CO)C3=O)cc1 20 2
C[C@H]1CN([C@@H](C)CO)C(=O)c2cccc(NC(=O)Nc3ccccc3)c2O[C@@H]1CN(C)S(=O)(=O)c1ccc(Cl)cc1 3 0
C[C@H](CO)N1C[C@H](C)[C@H](CN(C)Cc2ccc(F)cc2)Oc2ncc(C#CCN(C)C)cc2C1=O -23 nt
COc1ccc(S(=O)(=O)Nc2ccc3c(c2)C(=O)N([C@H](C)CO)C[C@@H](C)[C@H](CN(C)S(C)(=O)=O)O3)cc1 -29 7
C[C@H]1CN([C@@H](C)CO)C(=O)c2cccc(NC(=O)Nc3cccc4ccccc34)c2O[C@H]1CN(C)Cc1ccccc1 18 -18
C[C@@H]1CN([C@@H](C)CO)C(=O)CCCn2cc(nn2)CO[C@H]1CN(C)C(=O)Nc1ccccc1C(F)(F)F -20 nt
C[C@@H]1CN([C@H](C)CO)C(=O)c2cccc(NC(=O)Nc3ccc4c(c3)OCO4)c2O[C@H]1CN(C)S(=O)(=O)c1ccc(F)cc1 8 -1
C[C@@H]1CN([C@@H](C)CO)C(=O)c2cccc(NC(=O)NC3CCCCC3)c2O[C@H]1CN(C)CC1CCCCC1 13 -7
Cc1noc(C)c1NC(=O)Nc1ccc2c(c1)C(=O)N([C@H](C)CO)C[C@@H](C)[C@@H](CN(C)C(=O)Nc1cccc3ccccc13)O2 -4 -2
C[C@@H]1CN([C@H](C)CO)C(=O)c2cccc(NS(=O)(=O)c3cn(C)cn3)c2O[C@H]1CN(C)Cc1ccc(C(=O)O)cc1 -14 16
C[C@H](CO)N1C[C@H](C)[C@H](CN(C)Cc2ccncc2)Oc2c(NS(=O)(=O)c3cn(C)cn3)cccc2C1=O -23 12
C[C@@H]1CN([C@@H](C)CO)C(=O)c2cccc(N(C)C)c2O[C@H]1CN(C)C(=O)NC1CCCCC1 6 4
C[C@@H]1CN([C@H](C)CO)C(=O)Cc2cc(NC(=O)C3CC3)ccc2O[C@H]1CN(C)C -24 -8
C[C@H]1CN([C@@H](C)CO)C(=O)c2cccc(NS(=O)(=O)c3cccs3)c2O[C@@H]1CN(C)C -32 7
C[C@H](CO)N1C[C@H](C)[C@H](CN(C)C(=O)Nc2ccccc2)Oc2ccc(NS(=O)(=O)c3cn(C)cn3)cc2C1=O -7 11
Cc1noc(C)c1S(=O)(=O)Nc1ccc2c(c1)C(=O)N([C@@H](C)CO)C[C@@H](C)[C@H](CN(C)C(=O)Nc1cccc3ccccc13)O2 -11 8
CC(C)NC(=O)Nc1ccc2c(c1)C(=O)N([C@H](C)CO)C[C@H](C)[C@H](CN(C)S(C)(=O)=O)O2 -30 -6
Cc1noc(C)c1S(=O)(=O)Nc1ccc2c(c1)CC(=O)N([C@H](C)CO)C[C@@H](C)[C@@H](CN(C)Cc1ccc(Oc3ccccc3)cc1)O2 67* 13
COc1ccc(NC(=O)Nc2ccc3c(c2)CC(=O)N([C@@H](C)CO)C[C@H](C)[C@@H](CN(C)C(=O)Nc2ccc(OC)cc2)O3)cc1 -16 2
Cc1noc(C)c1S(=O)(=O)N(C)C[C@H]1Oc2ccc(NS(=O)(=O)c3cccs3)cc2C(=O)N([C@H](C)CO)C[C@H]1C 14 8
Cc1cc(C(=O)Nc2cccc3c2O[C@@H](CN(C)S(=O)(=O)c2cn(C)cn2)[C@H](C)CN([C@@H](C)CO)C3=O)n(C)n1 5 1
Cc1ccc(S(=O)(=O)Nc2ccc3c(c2)C(=O)N([C@H](C)CO)C[C@@H](C)[C@@H](CN(C)CC2CC2)O3)cc1 -17 -14

Two successive records out of the list so far, quoted:
SMILES T_cruzi_HTS INS-1E_ATP_HTS
Cc1cc(C(=O)Nc2cccc3c2O[C@@H](CN(C)S(=O)(=O)c2cn(C)cn2)[C@H](C)CN([C@@H](C)CO)C3=O)n(C)n1 5 1
Cc1ccc(S(=O)(=O)Nc2ccc3c(c2)C(=O)N([C@H](C)CO)C[C@@H](C)[C@@H](CN(C)CC2CC2)O3)cc1 -17 -14

The list continues.
SMILES T_cruzi_HTS INS-1E_ATP_HTS
Cc1ccc(S(=O)(=O)N(C)C[C@H]2Oc3ccc(NC(=O)C4CC4)cc3CC(=O)N([C@H](C)CO)C[C@H]2C)cc1 -12 5
C[C@H]1CN([C@@H](C)CO)C(=O)Cc2cc(NC(=O)C3CCCCC3)ccc2O[C@H]1CN(C)C -80 -22
C[C@@H]1CN([C@H](C)CO)C(=O)Cc2cc(NC(=O)C3CCCCC3)ccc2O[C@@H]1CN(C)Cc1ccc2c(c1)OCO2 0 -18
COc1ccc(NC(=O)Nc2ccc3c(c2)CC(=O)N([C@@H](C)CO)C[C@@H](C)[C@@H](CN(C)Cc2ccccc2)O3)cc1 31 -14
CCn1c2ccccc2c2cc(/C=N/NC(=O)CCCCCCC(=O)OC)ccc21 31 18
C[C@@H]1CN([C@@H](C)CO)C(=O)c2cc(NC(=O)Cc3ccccc3)ccc2O[C@@H]1CN(C)C(=O)Nc1ccccc1 -12 -6
Cc1noc(C)c1S(=O)(=O)N(C)C[C@@H]1Oc2ccc(NS(=O)(=O)c3ccc(F)cc3)cc2CC(=O)N([C@H](C)CO)C[C@@H]1C 10 -12
Cc1noc(C)c1NC(=O)Nc1ccc2c(c1)C(=O)N([C@@H](C)CO)C[C@H](C)[C@@H](CN(C)Cc1ccc3c(c1)OCO3)O2 -3 0
Cc1noc(C)c1NC(=O)N(C)C[C@@H]1Oc2c(cccc2N(C)C)C(=O)N([C@@H](C)CO)C[C@H]1C -16 6

Grouped by structure: the compounds so far with a CF3 group (7)
SMILES T_cruzi_HTS INS-1E_ATP_HTS
C[C@H]1CN([C@@H](C)CO)C(=O)c2cc(NC(=O)CCC(F)(F)F)ccc2O[C@@H]1CN(C)S(C)(=O)=O -24 -5
Cc1ccc(S(=O)(=O)Nc2ccc3c(c2)C(=O)N([C@@H](C)CO)C[C@@H](C)[C@H](CN(C)C(=O)Nc2ccc(C(F)(F)F)cc2)O3)cc1 7 -8
C[C@@H]1CN([C@H](C)CO)C(=O)Cc2cc(NC(=O)Nc3cccc4ccccc34)ccc2O[C@H]1CN(C)Cc1ccc(C(F)(F)F)cc1 59* -54
C[C@H]1CN([C@@H](C)CO)C(=O)CCCn2cc(nn2)CO[C@@H]1CN(C)C(=O)Nc1ccccc1C(F)(F)F -13 nt
C[C@H]1CN([C@@H](C)CO)C(=O)Cc2cc(NC(=O)Nc3ccc(C(F)(F)F)cc3)ccc2O[C@H]1CN(C)C(=O)Nc1ccccc1 -22 -3
C[C@@H]1CN([C@H](C)CO)C(=O)Cc2cc(NC(=O)Nc3ccc(C(F)(F)F)cc3)ccc2O[C@H]1CN(C)Cc1ccc(C(=O)O)cc1 -29 14
C[C@@H]1CN([C@@H](C)CO)C(=O)CCCn2cc(nn2)CO[C@H]1CN(C)C(=O)Nc1ccccc1C(F)(F)F -20 nt

High-throughput results: PubChem, Broad Institute
